KCNK3 block: human KCNK3 channel inhibition, primary screen. B-score at 10 µM. hit rate 0.84% among 340,000. CHO-KCNK3 thallium flux, FluxOR fluorescence; active compounds read low;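 active = B-score under library mean minus 4 SD, starting fluorescence ratio at most library mean plus 5 SD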;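 also: more negative B-score means stronger inhibition of thallium flux through KCNK3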
Target sequence (O14649 whole entry, looked up): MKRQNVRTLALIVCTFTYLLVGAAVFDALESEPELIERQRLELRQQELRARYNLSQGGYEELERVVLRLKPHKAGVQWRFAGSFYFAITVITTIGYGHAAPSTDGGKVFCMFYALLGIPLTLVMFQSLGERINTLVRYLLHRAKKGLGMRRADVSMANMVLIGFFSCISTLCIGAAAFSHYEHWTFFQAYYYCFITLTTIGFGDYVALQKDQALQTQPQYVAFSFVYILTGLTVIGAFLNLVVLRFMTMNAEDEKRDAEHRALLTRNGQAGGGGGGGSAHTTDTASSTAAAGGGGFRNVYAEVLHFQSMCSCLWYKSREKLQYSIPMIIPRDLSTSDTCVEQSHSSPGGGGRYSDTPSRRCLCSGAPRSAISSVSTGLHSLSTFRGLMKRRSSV
KCNK9 inh: human KCNK9 channel inhibition; HEK293 KCNK9, FluxOR thallium flux fluorescence; active compounds read low; Q9NPC2; hit rate 1.2% among 310,000; AID 488922; B-score at 10 µM;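 active = ratio B-score over 3 SD below the library mean, with starting fluorescence within 5 SD of its mean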;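 also: negative B-score means less thallium flux so channel inhibition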
KCNQ1 act: potentiates or activates the human KCNQ1 potassium channel; CHO-K1 KCNQ1, thallium flux FluxOR fluorescence; active compounds read high; B-score at 10 µM; hit rate 0.35% among 310,000;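 active = fluorescence ratio B-score, a plate-corrected score, at least three library SD, with initial intensity B-score within 5 SD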
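assay system = CHO-K1 cells stably expressing KCNQ1 | medium = assay buffer, equal DMSO in all wells | timing = 37 °C overnight plating, 90-min dark dye load, 20-min compound pretreatment | measured by = kinetic FluxOR thallium fluorescence, 10-s 1-Hz baseline, 110-s post-stimulus read | measure = fluorescence change relative to baseline, converted to B score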
TMEM16A inh: inhibitors of mouse TMEM16A calcium-activated chloride channel | hit rate 1.2% among 310,000 | HEK293 TMEM16A/YFP iodide influx fluorescence, ionomycin | normalized B-score (activity score, 25-100; higher = stronger inhibition) at 10 µM | AID 588511;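 active = ratio plate-corrected score three or more library SD toward inhibition, starting fluorescence score within five deviations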;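 also: score derived from kinetic fluorescence span divided by baseline fluorescence per well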
RGS4 act: potentiators or activators of RGS4 | B-score at 10 µM | HEK293 M3R/inducible RGS4, carbachol calcium flux Fluo4; active compounds read low | AID 463111 | hit rate 0.92% among 310,000;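 active = B-score of the integrated calcium signal more than 4 SD below the library mean, with starting fluorescence not abnormally high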;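 also: negative B-score means reduced calcium response which marks RGS4 activation or potentiation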
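Material: M3R-expressing HEK293 line, RGS4 induced by doxycycline | Schedule: Overnight RGS4 induction, 30 min dye load 37 °C, 20 min compound RT | Measured by: Fluo4 fluorescence kinetic imaging of calcium | Read-out: Integrated calcium ratio converted to B score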
RGS4 block: human RGS4 inhibition; HEK293 M3R/RGS4 inducible, Fluo-4 calcium flux; active compounds read high; triggered by carbachol at its EC20; B-score at 10 µM; hit rate 0.45% among 310,000; AID 463165;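 active = B-score, a plate-corrected calcium signal, over three deviations above library mean, with baseline fluorescence within five deviations of library mean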;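 also: RGS4 expression induced by doxycycline in cells with stable M3 receptor; B-score is computed from the integrated fluorescence ratio over baseline after carbachol; higher B-score means a larger calcium signal and so more RGS4 inhibition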
Target sequence (P49798 whole entry, looked up): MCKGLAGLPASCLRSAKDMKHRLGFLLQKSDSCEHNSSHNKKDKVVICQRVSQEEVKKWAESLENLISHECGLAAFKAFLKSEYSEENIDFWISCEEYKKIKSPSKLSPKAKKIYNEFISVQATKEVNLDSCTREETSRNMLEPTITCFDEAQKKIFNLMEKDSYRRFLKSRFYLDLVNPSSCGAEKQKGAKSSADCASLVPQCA
KCNQ1 inh: human KCNQ1 channel inhibition | P51787 | CHO-K1 KCNQ1, FluxOR thallium flux fluorescence; active compounds read high | B-score at 10 µM | hit rate 1.3% among 310,000;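 active = compounds whose thallium flux B-score, printed positive for inhibition, exceeds three library SD while starting fluorescence stays within three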;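 also: channel opened by potassium depolarization with thallium stimulus after 20 min compound exposure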
hERG protect: compounds protecting human hERG from proarrhythmic drug block. Q12809. CHO-hERG, FluxOR thallium flux, dofetilide IC70 present. activation (rescue from dofetilide block), less the hit threshold, % at 10 µM. hit rate 0.51% among 310,000. AID 1511;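 active = activation above the mean of controls blocked by dofetilide plus 5 SD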;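 also: thallium influx through hERG after potassium depolarization seen as dye fluorescence rise; in these data hits start at about 4.7%; inactives centre near -7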
MrgX1 agonist: activates human MrgX1 receptor signaling. Q96LB2. MrgX1-HEK293 cells, Fluo-4 calcium fluorescence, agonist mode; active compounds read high. B-score at 10 µM. hit rate 0.44% among 310,000. AID 588627;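 active = calcium response B-score plate-corrected fluorescence ratio at least 3 library SD, with starting fluorescence B-score inside 5 SD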
Target sequence (Q96LB2 whole entry, looked up): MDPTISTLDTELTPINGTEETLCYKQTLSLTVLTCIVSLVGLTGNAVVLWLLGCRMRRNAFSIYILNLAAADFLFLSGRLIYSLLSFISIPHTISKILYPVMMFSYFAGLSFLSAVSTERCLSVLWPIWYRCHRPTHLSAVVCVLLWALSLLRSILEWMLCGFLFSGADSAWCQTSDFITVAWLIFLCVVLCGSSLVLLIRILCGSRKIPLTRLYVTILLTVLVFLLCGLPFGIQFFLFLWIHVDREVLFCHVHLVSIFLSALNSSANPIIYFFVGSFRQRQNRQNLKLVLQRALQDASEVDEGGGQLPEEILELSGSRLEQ
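System – MrgX1-expressing HEK293 cells · Incubation – cells plated overnight, dye loaded 0.5 h 37 °C, 0.5 h room temperature · Technique – kinetic Fluo-4 NW fluorescence of intracellular calcium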
TMEM16A act: activators or potentiators of mouse TMEM16A chloride channel; Q8BHY3; HEK293 TMEM16A/YFP-H148Q/I152L, iodide quench fluorescence; active compounds read low; B-score at 10 µM; hit rate 0.3% among 340,000;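 active = fluorescence-ratio B-score plate-corrected deviation score at least 3 library SD below zero, with starting fluorescence score within 5 deviations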;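 also: channel opened by trigger with iodide after compound preincubation; score built on the fluorescence ratio of max minus min over baseline; more negative score means more quench and so TMEM16A activation or potentiation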
MrgX1 allo act: human MrgX1 positive allosteric modulation, primary screen; hit rate 0.63% among 310,000; B-score at 10 µM; MrgX1-HEK293, Fluo-4 calcium flux, FDSS; active compounds read high; Q96LB2;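 active = plate-corrected calcium response at least 3 library SD above typical, normal starting fluorescence, not activating the receptor alone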;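 also: compound read alongside a low EC10 to EC30 dose of BAM8-22 agonist; peak minus trough fluorescence over baseline measured at the second addition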
Numbers without * were called inactive; i = inactive; nt = not tested or not shown; & = joins results of further samples.

compound,RGS4 act,hERG protect,TMEM16A inh,KCNQ1 inh,TMEM16A act,MrgX1 agonist,KCNK9 inh,KCNQ1 act,MrgX1 allo act,KCNK3 block,RGS4 block
CCOC(=O)Nc1ccc2c(COC(=O)CN(C)S(=O)(=O)c3ccc(C)cc3)cc(=O)oc2c1,i,-14.1,i,i,i,i,i,i,i,i,i
Cc1ccccc1Sc1ncnc2onc(C)c12,i,-4.5,i,i,i,i,i,i,i,i,i
CCCCN(C(=O)c1ccccc1F)c1c(N)n(CCC)c(=O)[nH]c1=O,i,-5.2,i,i,i,i,i,i,i,i,i
CC(=O)NC1C(OCc2ccccc2)OC(COC(C)=O)C(OC(C)=O)C1OC(C)=O (configuration not stated),i,-4.7,i,i,i,i,i,i,i,i,i
Cc1ccc(C)c(-n2c(CNC(=O)c3ccco3)nnc2SCC(=O)Nc2nnc(C)s2)c1,i,-4.1,i,i,i,i,i,i,i,i,i
C=CCn1c(C(CCC(C)C)CC(C)(C)O)n[nH]c1=S (configuration not stated),i,-12.6,i,i,i,i,i,i,i,i,i
CCC(C)NC(=O)Cn1c(-c2ccccc2)cc(C(C)=O)c1C (configuration not stated),i,-6.2,i,i,i,i,i,i,i,i,i
CCN(CC)C(=O)CN1C(=O)c2cccc3cccc(c23)C1=O,i,-2.5,i,i,i,i,i,i,i,i,i
CNC(=O)c1c(C)noc1C,i,-4.5,i,i,i,i,i,i,i,i,i
Cc1ccc(NC(=O)C2CCCN(S(=O)(=O)c3cnc[nH]3)C2)c(Br)c1 (configuration not stated),i,-3.1,i,i,i,i,i,i,i,i,i
COC(=O)CSc1n[nH]c(=S)s1,i,-5.1,i,i,i,i,i,i,i,i,i
CCOC(=O)C1CCCN(CCC(=O)Nc2ccccc2C)C1 (configuration not stated),i,1.5,i,i,i,i,i,i,i,i,i
COC(=O)c1ccc(C[n+]2ccccc2)cc1,i,-7.7,i,i,i,i,i,i,i,i,i
CC(NCc1nc2ccccc2n1C)C12CC3CC(CC(C3)C1)C2 (configuration not stated),i,-14.1,i,i,i,i,i,i,i,i,i
Cc1cccc(Oc2coc3cc(OC(=O)c4cncc(Br)c4)ccc3c2=O)c1,i,-12.0,i,i,i,i,i,i,i,i,i
O=C(OCC(=O)c1c[nH]c2ccccc12)c1ccco1,i,-9.7,i,i,i,i,i,i,i,i,i
CC(C)Oc1ccc(C(=O)O)c(C(=O)O)c1,i,-12.6,i,i,i,i,i,i,i,i,i
Cc1cccc(-c2c3c(=O)n(C)c(=O)n(C)c3cn2-c2ccc(O)cc2)c1,i,-15.4,i,6*,i,i,i,i,i,i,i
c1ccc(Cn2c(CNc3nc4ccccc4n3CCN3CCCCC3)nc3ccccc32)cc1,i,-15.5,i,i,i,i,i,i,i,i,i
COc1ccc(/C=c2\s/c(=C/C(=O)c3ccc(C)cc3)[nH]c2=O)cc1OC,i,-3.6,i,i,i,28.6*,i,i,i,i,i
CN(C1CCCCC1)C(CNS(=O)(=O)c1ccc(Cl)cc1)c1ccccc1 (configuration not stated),i,-4.3,i,i,i,i,i,i,i,i,i
O=C(N=c1ccn(-c2nc3ccccc3nc2NS(=O)(=O)c2ccccc2)cc1)c1ccccc1Cl,i,-13.2,i,i,i,i,i,i,i,i,i
Cc1ccc(NC(=O)COC(=O)CN2CSCC2=O)cc1C,i,-10.9,i,i,nt,i,i,i,i,i,i
COc1ccc(N2CCN(C(=S)Nc3cccc(C)c3)CC2)cc1,i,-6.7,i,i,i,i,i,i,i,i,i
COc1ccc(N2C(=O)c3ccccc3NC2c2ccc(OC)c(Cn3nnc4ccccc43)c2)cc1 (configuration not stated),i,-5.4,i,i,i,i,i,i,i,i,i
CC(C)[C@@H](C(=O)N[C@@H](C(=O)O)c1ccccc1)N1C(=O)N2CCc3c([nH]c4ccccc34)[C@@]2(C)C1=O,i,-3.2,i,i,i,i,i,i,i,i,i
O=C1CC(N2CCN(Cc3ccc4c(c3)OCO4)CC2)C(=O)N1c1cccc(Cl)c1 (configuration not stated),i,-0.2,i,i,i,i,i,i,i,i,i
O=[N+]([O-])c1cccc(C(=S)N2CCN(c3ccccc3F)CC2)c1,i,-7.7,i,i,i,i,i,i,i,i,i
Cc1ccccc1CSCCC(=O)NCCC1=CCCCC1,i,-5.9,i,i,i,i,i,i,i,i,i
Cc1ccc(NC(=O)/C(=C\c2cccc([N+](=O)[O-])c2)NC(=O)c2cccs2)cc1,i,-9.2,i,i,i,i,i,i,i,i,i

Continued:
compound,RGS4 act,hERG protect,TMEM16A inh,KCNQ1 inh,TMEM16A act,MrgX1 agonist,KCNK9 inh,KCNQ1 act,MrgX1 allo act,KCNK3 block,RGS4 block
CC(=O)Nc1ccc(S(=O)(=O)N2CCN=C2SCc2ccc(F)cc2)cc1,i,-13.8,i,i,i,i,i,i,i,i,i
C/C(CC1CC(C)(C)OC1=O)=N/Nc1nc(-c2ccccc2)cs1 (configuration not stated),i,-18.0,i,i,i,i,i,i,i,i,i
CN(C)CCNC(=O)C(=O)Nc1ccc2c(c1)N(S(=O)(=O)c1cccs1)CCC2,i,-13.4,i,i,i,i,i,i,i,i,i
Cc1nc2oc(C(=O)c3ccc(Br)cc3)c(N)c2c2c1COC(C)(C)C2,i,-4.5,i,i,i,i,i,i,i,i,i
CCCCC(CCC(=O)Nc1ccn(-c2ccccc2)n1)C(=O)O (configuration not stated),i,-10.7,i,i,i,i,i,i,i,i,i
CS(=O)(=O)N1CCCC(C(=O)NCCCN2CCc3ccccc3C2)C1 (configuration not stated),i,-6.4,i,i,i,i,i,i,i,i,i
O=C(Nc1cccnc1)c1cc2cc(Br)ccc2o1,i,-9.8,i,i,i,i,i,i,i,i,i
Cc1nn(C)c(C(=O)Nc2ccc(S(=O)(=O)NC34CC5CC(CC(C5)C3)C4)cc2)c1Br,i,-10.3,i,i,i,i,i,i,i,i,i
Cc1cc(SCC(N)=O)nc(SCC(=O)c2ccccc2)n1,i,2.5,i,i,i,i,i,i,i,i,i
COc1ccc(NC(=S)Nc2ccc(N(C)C(C)=O)cc2)cc1,i,-0.8,i,i,i,i,i,i,i,i,i
O=C(CCC(=O)N1CCN(c2ccc(F)cc2)CC1)N1CCN(c2ccc(F)cc2)CC1,i,-0.2,i,i,i,i,i,i,i,i,i
O=C1CCN(Cc2ccc([N+](=O)[O-])cc2)CCN1[C@H](CO)c1ccccc1,i,-6.9,i,i,i,i,i,i,i,i,i
COc1ccc2[nH]c(C(=O)O)c(CCN3C(=O)c4ccc(C(=O)O)cc4C3=O)c2c1,i,-1.4,i,i,i,i,i,i,i,i,i
CCOC(=O)c1c(NCC2CCCO2)c2ccccc2[nH]c1=O (configuration not stated),i,-4.8,i,i,i,i,i,i,i,i,i
O=S(=O)(NCc1ccc2c(c1)OCO2)c1ccc2oc3ccccc3c2c1,i,-11.3,i,i,i,i,i,i,i,i,i
C/C=C/c1ccc(OCCOc2ccc(C=O)cc2)c(OC)c1,i,-7.0,i,i,i,i,i,i,i,i,i
CCOCc1nnc(NC(=O)c2c(OC)cccc2OC)s1,i,-6.1,i,i,i,i,i,i,i,i,i
Cc1ccc(S(=O)(=O)NC(C)(C)CSc2ncccn2)cc1,i,-17.4,i,i,i,i,i,i,i,i,i
CN(Cc1cccc2ncccc12)C(=O)CC1C(=O)NCCN1Cc1ccc(F)cc1 (configuration not stated),i,-9.2,i,i,i,i,i,i,i,i,i
O=C(c1ccc(F)cc1)N1CCCC(c2nc(-c3ccncc3)no2)C1 (configuration not stated),nt,nt,i,nt,i,i,nt,nt,i,i,nt
COCCCNc1nc(N)c([N+](=O)[O-])c(NCC2CCCO2)n1 (configuration not stated),i,-3.6,i,i,i,i,i,i,i,i,i
COc1ccc(CCn2c(-c3cc([N+](=O)[O-])cc([N+](=O)[O-])c3)nc3nc4ccccc4nc32)cc1,i,-6.2,i,i,i,i,i,i,i,i,i
COCCNC(=S)NNc1ccc(Cl)c(C(=O)O)c1,i,-12.2,i,i,i,i,i,i,i,i,i
O=C1c2ccccc2NC(c2cn[nH]c2-c2ccccc2)N1O (configuration not stated),i,-4.6,i,i,i,i,i,i,i,i,i
CC(Oc1ccc2c(-c3ccccc3)cc(=O)oc2c1)C(=O)NCC1CCC(C(=O)O)CC1 (configuration not stated),i,-3.8&-4.7,i,i,i,i,i,i,i,i,i
Cc1cc(C)nc(N/N=C/C=C/c2ccccc2)n1,i,-3.2,i,i,i,i,i,i,i,i,i
CC1C(=O)N2CCCc3cc(S(=O)(=O)N4CCN(c5cccc(Cl)c5)CC4)cc1c32 (configuration not stated),i,-6.0,i,i,i,i,i,i,i,i,i
Cn1c(SCC(N)=O)nnc1C1CCN(C(=O)NCc2ccccc2)CC1,i,-6.7,i,i,i,i,i,i,i,i,i
COc1ccccc1C1CC(=O)Nc2cc3c(cc21)OCCO3 (configuration not stated),i,-2.2,i,i,i,i,i,i,i,i,i
Cc1nn(C)cc1S(=O)(=O)Nc1ccccc1Br,i,-4.9,i,i,i,i,i,i,i,i,i

Further entries follow:
compound,RGS4 act,hERG protect,TMEM16A inh,KCNQ1 inh,TMEM16A act,MrgX1 agonist,KCNK9 inh,KCNQ1 act,MrgX1 allo act,KCNK3 block,RGS4 block
Cc1c(C(=O)OCC[N+]2(C)CCCCC2)oc2ccccc12,i,-2.6,i,i,i,i,i,i,i,i,i
O=C(O)C(c1ccccc1)C1(O)CCCC1 (configuration not stated),i,-2.3,i,i,i,i,i,i,i,i,i
Cc1nn(CC(=O)NCCc2ccc(Cl)cc2Cl)c(C)c1[N+](=O)[O-],i,-3.0,i,i,i,i,i,i,i,i,i
Cc1cc(N2CCOCC2)n2ncc(-c3ccccc3Cl)c2n1,i,-3.7,i,i,i,i,i,i,i,i,i
O=C(Cn1cnc2ccccc2c1=O)Nc1ccc(N2CCOCC2)cc1,i,-5.8,i,i,i,i,i,i,i,i,i
Cc1ccc(Nc2nc(N3CCN(C)CC3)nc(N)c2[N+](=O)[O-])cc1C,i,-4.2,i,i,nt,i,i,i,i,nt,i

Source: PubChem BioAssay (Johns Hopkins Ion Channel Center)
